# Yfh1-off respiration: enhancers of respiration in Yfh1-depleted yeast, dose response, Friedreich's ataxia, plus single-dose screen (AID 1465). 220,000 tested, 0.074% active. one-dose fold induction at 50 µM; EC50 in µM for titrated hits. S. cerevisiae Yfh1-off respiration, WST-1 reduction, 72 h; higher fold induction means a stronger effect;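 active means fold induction of absorbance versus untreated yeast above a set limit, then at least 30% activation at any dose in follow-up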;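 further: activators that raise dye reduction in frataxin-depleted yeast; strong numbers were not always called active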
# Autophagy HCS: autophagy modulation, high-content screen; MEF GFP-LC3 puncta imaging; test concentration mostly 10 µM; calls only at 10 µM (by protocol); 190,000 tested, 0.98% active; AID 463193;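 active means percentage of spot-positive cells more than 3 SD above its plate mean, without a fluorescence outlier flag or 80% toxicity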;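 further: spot-positive cell cutoff set from DMSO-treated cells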
# WT yeast gro inh: growth inhibition of WT yeast, mitochondrial fusion screen | mitochondrial fusion phenotypic screen, WT strain | inhibition, % at 10 µM | 190,000 tested, 2.1% active | AID 1362; in the data active means inhibition above about 58%; tested in S. cerevisiae
# Ins promoter up: MIN6 insulin promoter up-regulation; MIN6 insulin promoter-GFP reporter, high-content imaging; hits give high values; z-score at 5 µM; 190,000 tested, 0.3% active;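 active means z-score above 3 at 5 µM with at least 500 cells counted in the well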
# bCat nuc transl: beta-catenin nuclear translocation modulation; HeLa beta-catenin nuclear translocation, immunofluorescence imaging; nuclear translocation activity, % at 5 µM; 190,000 tested, 0.3% active; AID 1665;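 active means nuclear translocation activity above 50% at 5 µM, with a well cell count of 50 or more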;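 further: per-cell ratio of nuclear to cytoplasmic median beta-catenin stain intensity; plate controls were DMSO negative control for no effect and GSK-3 inhibitor IX positive control for full effect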
#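 Signal – beta-catenin immunofluorescence imaging with DAPI · Test system – human HeLa cell line · Dosing – 5 µM primary single dose, 0.1% DMSO, 0.02–20 µM confirmation series · Measure – % activation, nuclear-to-cytoplasmic median beta-catenin signal ratio per cell · Incubation – 24 h compound exposure at 37°C, 5% CO2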
# Dynein transport: dynein cargo transport inhibition | 3617.4 mouse cells, GR-EGFP nuclear translocation imaging; test concentration mostly 20 µM; stimulated with dexamethasone, 1 µM; hits give low values | z-score, hits read low | AID 1381 | 220,000 tested, 0.47% active;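 active means plate z-score of nuclear minus cytoplasmic receptor signal below a set negative limit, without overly bright fluorescence or cell loss, cut at about -3.5 in these data, passing the limit was not always enough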;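 further: z-score of nuclear minus cytoplasmic ring GR-EGFP intensity difference per well; some compounds called inactive have numbers as strong as hits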
#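 Medium: Induction medium lacking tetracycline, stripped serum | Probe or stimulus: 1.0 µM final dexamethasone stimulus | Schedule: 48 h induction, then 1 h compound, then 30 min agonist, 37 °C | Signal: Automated 10x imaging of fixed Hoechst-stained cells | Evaluation: Per-cell GR-EGFP intensity, nucleus versus surrounding cytoplasmic ring, well-averaged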
# human PMI inhibition: inhibitors of human PMI, primary screen, biochemical, fluorescence intensity, coupled assay (AID 1209) | purified PMI enzyme, coupled fluorescence intensity; higher % means a stronger effect | inhibition, % at 20 µM; hits with a dose series show IC50 in µM | 190,000 tested, 0.42% active;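 further: plate controls were DMSO vehicle for no effect and wells lacking substrate for full effect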
# MT stabilizer: stabilizes microtubules in HeLa cells; 200,000 tested, 0.83% active; AID 2205; HeLa tubulin immunostaining HCS, 24 h; share of cells brighter than vehicle mean+2SD; % tubulin-high responders, % at 10 µM;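 active means plate Z-score above 3 for both tubulin-high and condensed-nucleus cell shares, with cell loss under 80%, at 10 µM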;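 further: anti alpha tubulin signal scored within the nucleus-defined area of each cell; some results filed as inactive read as strong as hits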
# PMI inhibition: human PMI inhibitors, high substrate, primary screen, biochemical, fluorescence intensity, high mannose 6-phosphate (AID 1220); recombinant PMI enzyme, coupled fluorescence intensity; higher % means a stronger effect; inhibition, % at 20 µM, or IC50 in µM where a hit was titrated; 190,000 tested, 0.66% active
# WT yeast gro inh mutant strain: second read-out of WT yeast gro inh, no call of its own (marks repeat the call); inhibition, %; mitochondrial fusion phenotypic screen, mutant strain inhibition
# Dynein transport cytoplasmic EGFP: also measured in Dynein transport; calls as there; z-score; measured here: cytoplasmic GR-EGFP intensity; hits give high values
# Dynein transport nuclear GR-EGFP: recorded beside Dynein transport, whose call it bears; z-score; measured here: nuclear GR-EGFP intensity;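 lower value marks the stronger effect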
# Dynein transport cell count: second read-out of Dynein transport, no call of its own (marks repeat the call); z-score; measured here: cell count per field
# Ins promoter up cell count: further read-out of Ins promoter up, marked with its call; cell count; measured here: cytotoxicity, nuclei count;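 total cells summed across four imaged fields per well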
# bCat nuc transl cell count 5 µM: second read-out of bCat nuc transl, no call of its own (marks repeat the call); cell count; measured here: cell count, cytotoxicity flag
# MT stabilizer Hoechst-high %: recorded beside MT stabilizer, whose call it bears; % Hoechst-high responders; measured here: nuclear condensation Hoechst responders;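 share of cells brighter than vehicle mean plus two SD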
# MT stabilizer cytotoxicity %: second read-out of MT stabilizer, no call of its own (marks repeat the call); toxicity, %; measured here: cytotoxicity by cell density;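 0% = mean cell density of plate MIN control wells and 100% = no cells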
# Autophagy HCS cell loss 18 h: recorded beside Autophagy HCS, whose call it bears; toxicity, %; measured here: cell loss, nuclei count;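 cell loss after 18 h compound exposure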
# Starred values were filed as active, the others as inactive; i = inactive; x = not tested or not shown. Unless noted, no stated cut-off is given here; in the data, active means inhibition above about 50%; inactive means the rest.
no. | smiles | Yfh1-off respiration | Autophagy HCS | Autophagy HCS cell loss 18 h | WT yeast gro inh | WT yeast gro inh mutant strain | Ins promoter up | Ins promoter up cell count | bCat nuc transl | bCat nuc transl cell count 5 µM | Dynein transport | Dynein transport cytoplasmic EGFP | Dynein transport nuclear GR-EGFP | Dynein transport cell count | human PMI inhibition | MT stabilizer | MT stabilizer Hoechst-high % | MT stabilizer cytotoxicity % | PMI inhibition
1 | CC(NC(=O)CCc1ccc(S(=O)(=O)NC2CCCCC2)cc1)c1ccccc1 (stereo unspecified) | i | i | 1 | 6 | 6 | -0.02 | 854 | -6.1 | 1198 | 0.057 | -0.26 | 0.16 | 1.6 | 0% | 2.1 | 0.9 | 4.9 | -5%
2 | O=C(Cn1ccc([N+](=O)[O-])n1)NCCc1c[nH]c2ccccc12 | i | i | -18 | 8 | -2 | x | x | 0.8 | 1094 | -1.3 | -0.31 | -0.79 | 1.2 | -3% | 3.3 | 2.8 | 5.3 | -4%
3 | CNC(=O)/C(C#N)=C\c1ccc(CNS(=O)(=O)c2ccccc2)o1 | i | i | -3 | -5 | 16 | 0.01 | 1395 | -0.6 | 1150 | 0.48 | -0.25 | 0.38 | 0.2 | 10% | 2.5 | 2.0 | 6.6 | 2%
4 | CCCCNC(=O)CCc1nc2cccnc2n1Cc1ccc(OC)cc1 | i | i | 3 | 5 | 16 | x | x | x | x | -1.1 | -0.27 | -0.39 | 0.87 | 8% | 3.0 | 2.6 | 5.4 | 2%
5 | COCc1cc(C)nc(Nc2cc(C)ccc2C)c1C#N | i | i | 5 | -7 | 5 | -0.18 | 1219 | x | x | -0.31 | -0.085 | 0.092 | 0.33 | -6% | 6.7 | 2.2 | 2.7 | -2%
6 | COc1ccc(NC(=O)c2ccco2)cc1NC(=O)c1cccnc1 | i | i | 5 | 3 | 10 | 0.4 | 1204 | x | x | -0.0099 | -0.25 | 0.02 | 0.9 | 15% | 2.6 | 1.4 | 1.9 | 15%
7 | O=S(=O)(N/N=C\c1ccc2c(c1)OCO2)c1ccc(Cl)cc1 | i | i | 25 | -10 | -7 | -0.37 | 1598 | -0.1 | 1371 | -0.22 | -0.2 | -0.37 | -0.2 | -6% | 3.0 | 2.0 | 6.4 | 2%
8 | CC(NC(=O)C1CCC(C(C)(C)C)CC1)C(c1ccccc1)N1CCOCC1 (stereo unspecified) | i | i | 1 | 19 | 12 | -0.39 | 1305 | -0.9 | 1067 | -0.69 | -0.33 | -0.13 | 1.3 | 1% | 1.5 | 2.7 | 4.1 | 8%
9 | CCc1nc(NCc2ccccn2)c2oc3ccccc3c2n1 | i | x | x | 9 | 22 | x | x | -4.7 | 1115 | x | x | x | x | -29% | x | x | x | -34%
10 | CN(C)CCCNc1nc(-c2ccccc2)nc2ccccc12 | i | x | x | x | x | 0.16 | 1343 | 0.4 | 1295 | 0.34 | -0.24 | 0.25 | 0.47 | x | x | x | x | x
11 | Fc1cccc(-c2oncc2-c2nnnn2-c2ccc(Cl)cc2)c1 | i | i | -1 | -1 | -4 | 0.27 | 1219 | 0.8 | 1077 | -0.24 | -0.23 | -0.31 | 0.33 | -14% | 3.5 | 2.6 | 4.2 | -20%
12 | COc1cc(OC)cc(OCC(O)Cn2ccnc2)c1 (stereo unspecified) | i | i | -18 | -13 | 7 | -0.13 | 1268 | -9.4 | 885 | -0.13 | -0.19 | 0.23 | 0.23 | -6% | 1.7 | 2.5 | 9.6 | 2%
13 | O=C(CCCc1ccccc1)c1ccc2c(c1)OCCO2 | i | i | 3 | 4 | -1 | x | x | -0.7 | 1214 | 0.85 | 0.042 | 0.25 | -1.2 | 8% | 2.9 | 2.1 | 11 | 8%
14 | O=C(CSc1nnc(-c2ccccn2)n1Cc1ccco1)c1ccccc1 | i | i | -30 | -5 | -2 | -0.13 | 1150 | -1.8 | 1040 | -0.85 | -0.29 | -0.77 | 0.51 | -14% | 3.4 | 1.5 | 0.0 | -5%
15 | CC(=O)Nc1c(F)cc(Br)cc1F | i | x | x | x | x | -1.1 | 1457 | -0.2 | 1085 | 0.21 | -0.26 | 0.17 | 0.0033 | x | x | x | x | x

(16) O=C(CSc1nc2c(c(=O)n1-c1ccc(Cl)cc1)SCC2)N1CCOCC1
(17) CCCCn1c(SCC(=O)N2CCC(C(=O)OCC)CC2)nc2cc(S(N)(=O)=O)ccc21
(18) C=C(C)C(=O)Nc1cccc(C2=NOC3(C2)C[C@H](C(N)=O)N(C(=O)COc2ccc(Cl)cc2)C3)c1 (stereo partly specified)
(19) COC(=O)Nc1nc(-c2ccccc2)c(C(=O)c2ccccc2)s1
(20) O=C(COC(=O)CNC(=O)c1sc2ccccc2c1Cl)Nc1cc(Cl)cc(Cl)c1
(21) CC(C)C(=O)OC1CCS(=O)(=O)c2sccc21 (stereo unspecified)

assay / compound | 16 | 17 | 18 | 19 | 20 | 21
Yfh1-off respiration | i | i | i | i | i | i
Autophagy HCS | i | i | x | i | i | i
Autophagy HCS cell loss 18 h | 5 | -14 | x | 43 | 4 | -13
WT yeast gro inh | 8 | -22 | x | 2 | 0 | -5
WT yeast gro inh mutant strain | 3 | -5 | x | 7 | -2 | 6
Ins promoter up | 0.34 | -0.73 | 0.25 | 0.02 | -0.01 | 0.46
Ins promoter up cell count | 1497 | 1197 | 929 | 845 | 1615 | 1665
bCat nuc transl | -1.3 | -3.1 | 0.5 | 162* | -1.7 | -0.7
bCat nuc transl cell count 5 µM | 1049 | 1213 | 1272 | 435* | 999 | 920
Dynein transport | 2.3 | 3.6 | -0.8 | 0.01 | 2.6 | -0.38
Dynein transport cytoplasmic EGFP | -0.047 | -0.23 | -0.62 | -0.074 | -0.31 | -0.29
Dynein transport nuclear GR-EGFP | 1.9 | 1.5 | -0.2 | 0.25 | 1.6 | -0.11
Dynein transport cell count | -1.3 | -1.7 | 0.59 | -1.5 | -1.4 | 0.6
human PMI inhibition | 18% | -24% | x | 12% | 3% | -10%
MT stabilizer | 7.0 | 5.0 | x | 12 | 3.7 | 2.1
MT stabilizer Hoechst-high % | 2.4 | 2.1 | x | 22 | 2.6 | 0.9
MT stabilizer cytotoxicity % | 6.7 | 4.5 | x | 54 | 7.2 | 9.3
PMI inhibition | 21% | -25% | x | 3% | -1% | -5%

(22) O=C(CSc1nc2nc(-c3cccs3)cc(C(F)(F)F)c2c(=O)[nH]1)NCc1ccco1
(23) COc1ccc(N(CC(=O)NC2CCCCC2)C(=O)CNC(=O)c2ccco2)cc1
(24) CCC(C)NC(=O)c1ccc(C2SCC(=O)N2Cc2ccccc2)cc1 (stereo unspecified)
(25) Oc1ccc(Br)cc1-c1cc(-c2ccccc2)n[nH]1
(26) COc1ccc(/C(N)=N/OC(=O)CCCN2C(=O)c3ccccc3C2=O)cc1OC
(27) COc1ccc(NC(=O)c2cc3c(=O)n(C)c4ccccc4c3n2C)cc1Cl
(28) O=C(/C=C/c1ccncc1)c1cc(Cl)ccc1O

assay / compound | 22 | 23 | 24 | 25 | 26 | 27 | 28
Yfh1-off respiration | i | i | i | i | i | i | i
Autophagy HCS | i | i | i | i | i | x | x
Autophagy HCS cell loss 18 h | -6 | 12 | 8 | -2 | -11 | x | x
WT yeast gro inh | -5 | -12 | -6 | 60 | 2 | x | x
WT yeast gro inh mutant strain | -4 | -3 | 11 | 69 | 3 | x | x
Ins promoter up | -0.53 | 0.46 | -0.01 | x | 0.07 | -0.39 | -0.44
Ins promoter up cell count | 1546 | 1469 | 1623 | x | 1643 | 891 | 1396
bCat nuc transl | 0.0 | 0.7 | 1.1 | -9.4 | -4.8 | -0.4 | -0.1
bCat nuc transl cell count 5 µM | 1334 | 1541 | 988 | 1092 | 1111 | 1331 | 1085
Dynein transport | -1.5 | -0.14 | 1.5 | -0.8 | -0.16 | -0.73 | -0.59
Dynein transport cytoplasmic EGFP | -0.12 | -0.31 | -0.044 | -0.19 | -0.32 | -0.18 | 0.16
Dynein transport nuclear GR-EGFP | -0.64 | -0.57 | 1.1 | -0.78 | 0.18 | 0.028 | -0.25
Dynein transport cell count | 0.87 | 0.84 | -1.5 | -0.032 | 0.64 | 0.29 | -2.1
human PMI inhibition | -4% | -2% | 10% | 11% | 3% | x | x
MT stabilizer | 2.8 | 2.4 | 1.8 | 3.3 | 3.2 | x | x
MT stabilizer Hoechst-high % | 1.6 | 1.2 | 1.1 | 1.8 | 1.9 | x | x
MT stabilizer cytotoxicity % | 4.7 | 2.0 | 5.3 | 5.1 | 6.5 | x | x
PMI inhibition | 7% | 3% | 8% | 15% | 8% | x | x

# Source: PubChem
